phage Ecoli inh: E. coli growth loss with phage present. growth absorbance. inhibition, % at 11.9 µM. 0.26% of 360,000 active; in the data active means inhibition above about 11%
CAL PDZ FP-1: inhibitors of human CAL PDZ peptide binding; inhibition, % at 20 µM; purified CAL PDZ, TMR-peptide fluorescence polarization, 1 h; AID 504414; 0.02% of 330,000 active;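 active means highest replicate inhibition of at least 40%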;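 further: plate controls were DMSO neutral control wells for no effect and unlabeled competitor peptide control wells for full effect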
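System: tagged CAL PDZ domain. Schedule: 1 h room-temperature incubation prior to read. Signal: fluorescence polarization (mP). Measure: percent inhibition from loss of millipolarization.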
Wnt bcat act: activates Wnt/beta-catenin signaling in a reporter cell assay. 1.2% of 300,000 active. AID 743398. activator, plate reader. activation, % at 9.35 µM; in the data active means activation above about 30%, passing the limit was not always enough;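 further: 0% = neutral control wells and 100% = positive control wells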
Tat export inh: blocks Tat-dependent protein export in E. coli; inhibition, % at 10 µM; 0.036% of 340,000 active; E. coli MC4100 TorA-mCherry Tat export, fluorescence;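 active means mean replicate inhibition at least 50% and at least half of replicates individually reaching 50%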;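 further: exported cargo escapes ClpAP degradation while cytoplasmic cargo is degraded and loses fluorescence; 0% = median of neutral control wells and 100% = median of NaSCN control wells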
SR-BI DiI inh: blocks mouse SR-BI lipid uptake from DiI-HDL; Q61009; ldlA[mSR-BI] CHO cells, DiI-HDL uptake fluorescence, 3 h; inhibition, % at 12.5 µM; 0.96% of 320,000 active;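 active means mean replicate inhibition of at least 70% and a set share of replicates each scoring 70 or more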;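 further: 0% = median of neutral control wells and 100% = median of positive control wells; values of inactives mirror those of a sister screen read the other way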
Target sequence (Q61009 whole entry, looked up): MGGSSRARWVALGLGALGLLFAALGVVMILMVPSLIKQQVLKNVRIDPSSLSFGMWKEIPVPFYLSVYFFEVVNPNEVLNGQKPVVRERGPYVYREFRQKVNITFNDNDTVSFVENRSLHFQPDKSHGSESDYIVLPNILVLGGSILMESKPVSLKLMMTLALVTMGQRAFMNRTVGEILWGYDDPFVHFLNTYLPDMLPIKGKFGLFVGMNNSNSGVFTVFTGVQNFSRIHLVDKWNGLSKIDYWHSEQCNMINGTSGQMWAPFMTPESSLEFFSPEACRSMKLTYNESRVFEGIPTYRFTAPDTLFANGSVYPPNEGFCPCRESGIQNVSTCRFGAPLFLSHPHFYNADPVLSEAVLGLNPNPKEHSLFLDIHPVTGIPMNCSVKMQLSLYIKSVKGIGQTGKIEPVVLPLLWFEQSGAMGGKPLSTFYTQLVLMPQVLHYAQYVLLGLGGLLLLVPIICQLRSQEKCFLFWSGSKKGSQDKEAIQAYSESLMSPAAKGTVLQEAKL
E coli growth: counter-screen for AddAB inhibitors: E. coli growth inhibition | E. coli V3065 growth, OD600 absorbance, 18 h | inhibition, % at 11.9 µM | 0.27% of 330,000 active | AID 449728;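 active means inhibition above the campaign's mean inhibition across all tested compounds plus 3 SD, cut at about 9.9% in these data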;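 further: uninfected addAB+ strain grown without phage in ampicillin broth; 0% = DMSO wells and 100% = ciprofloxacin 0.95 µg/ml wells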
CAL PDZ FP-2: inhibitors of human CAL PDZ peptide binding. 0.92% of 300,000 active. purified CAL PDZ, TMR-peptide fluorescence polarization, 1 h. AID 602252. inhibition, % at 24.9 µM. Q9HD26;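 active means mean inhibition of at least 30% with at least half of replicates also reaching 30%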;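 further: 0% = DMSO neutral control and 100% = excess unlabeled competitor peptide PRC23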
SR-BI DiI-HDL act: enhances SR-BI lipid uptake from DiI-HDL. CHO ldlA[mSR-BI] cells, DiI-HDL uptake fluorescence, 3 h; 100 = double the neutral-control signal. activation, % at 12.5 µM. 0.096% of 320,000 active;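 active means mean replicate activation of at least 60% and every replicate at or above 60%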;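 further: 0% = median plate neutral-control signal and 100% = twice that signal; values of inactives mirror those of a sister screen read the other way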
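Test system: SR-BI-overexpressing, LDLR-lacking CHO cells. Measured by: DiI fluorescence, bottom read. Medium: Ham's F12 with 0.5% BSA, HEPES 25 mM, pH 7.4. Timing: 3 h uptake period with compound, 37 °C.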
MITF act: MITF TRPM1 promoter activation in melanoma cells. SK-MEL-5 TRPM1-promoter luciferase, 24 h; % of positive control, neutral wells = 0. activation, % at 12.5 µM. 0.75% of 300,000 active;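 active means mean activation of at least 80% with every replicate also reaching 80%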;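 further: 0% = neutral control wells and 100% = parthenolide positive control wells; values of inactives mirror those of a sister screen read the other way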
AddAB inh: less growth of phage-infected E. coli with AddAB | E. coli expressing H. pylori AddAB, absorbance growth | inhibition, % at 11.9 µM | 0.29% of 330,000 active | AID 435030; in the data active means inhibition above about 12%;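 further: 0% = vehicle wells of infected cells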
* marks the source's active call; other numbers are inactive results; / = not tested or not shown.

SMILES | phage Ecoli inh | CAL PDZ FP-1 | Wnt bcat act | Tat export inh | SR-BI DiI inh | E coli growth | CAL PDZ FP-2 | SR-BI DiI-HDL act | MITF act | AddAB inh
CC(C)(C)OC(=O)N[C@@H](Cc1ccccc1)C(=O)N1CCC(C(=O)N[C@@H](Cc2c[nH]c3ccccc23)C(=O)O)CC1 | -0.6 | -0.3 | -1 | 1 | 5 | 0.6 | -3 | -5 | -2 | 1.0
CCC(=O)c1ccc(OCC(=O)OCC(=O)c2cc(C)n(CC3CCCO3)c2C)cc1 (centres undefined) | 3.4 | 0.6 | -3 | 0 | -5 | 0.5 | -2 | 5 | 6 | 0.6
O=C(NCc1cccnc1)C(=O)Nc1nc(-c2ccccc2)cs1 | 2.9 | -1.6 | 10 | 10 | 16 | -0.6 | -2 | -16 | 54 | -3.6
CCc1ccc(C(=O)NC(=S)Nc2ccc3c(c2)OCCO3)cc1 | 2.0 | -0.5 | / | 6 | -7 | 0.9 | -6 | 7 | 12 | 3.2
COc1ccc(CNC(=O)CN2CCN(S(=O)(=O)c3c(C)c(C)cc(C)c3C)CC2)cc1OC | 2.4 | -1.2 | -2 | 7 | 56 | 1.1 | -6 | -56 | -2 | 1.0
Cc1csc(=O)n1CCC(=O)OCC(=O)NCc1ccc(F)cc1 | 1.3 | -0.8 | 3 | 0 | -17 | 0.9 | -2 | 17 | 3 | 1.9
CN(Cc1cc(=O)n2ccsc2n1)C1CCCCC1 | 6.4 | -0.8 | -8 | -12 | -9 | -0.7 | 3 | 9 | -23 | 3.3
Cc1cc(F)ccc1S(=O)(=O)N1CCCOC1CNC(=O)C(=O)NCc1ccc2c(c1)OCO2 (centres undefined) | 2.2 | -1.3 | -1 | -12 | 1 | -0.1 | 8 | / | -3 | -0.6
Cn1cc(CN2CCCC(C(=O)Nc3cccc(-c4cc5ccccc5[nH]4)c3)C2)cn1 (centres undefined) | 1.2 | -2.4 | -3 | 9 | 25 | -3.6 | -1 | -25 | 5 | -1.9
CC(=O)c1ccc(N2CCN(C(=O)Nc3ccc(F)cc3)CC2)cc1 | / | -0.4 | / | 3 | -5 | -1.9 | 1 | 5 | 7 | 2.5
O=C1CCCCC1S(=O)(=O)c1ccccc1 (centres undefined) | 2.8 | -0.3 | / | -10 | -24 | -0.9 | -1 | 24 | -3 | 1.0
COc1ccc(N(CC(=O)Nc2ccccc2OC)S(=O)(=O)c2ccccc2)cc1Cl | -0.6 | -0.1 | -2 | -2 | 14 | -1.3 | -6 | -14 | / | -0.8
CSc1ccccc1OCc1cc(C(=O)N(C)Cc2nonc2C)no1 | -2.3 | -0.4 | 21 | -15 | 56 | 1.8 | 36* | -56 | 150* | -0.3
O=C(COC(=O)CCNS(=O)(=O)c1ccccc1)NC(=O)Cc1ccccc1 | 8.6 | 0.3 | 0 | -2 | -3 | -1.9 | 0 | 3 | -2 | 2.3
COc1ccc(Cc2c(O)nc(SCC(=O)N3CCOCC3)[nH]c2=O)cc1 | 2.5 | -1.5 | 3 | -3 | -14 | 1.5 | -5 | 15 | 9 | -2.0
CS(=O)c1ccccc1COC(=O)Nc1ccccc1 (centres undefined) | / | -0.3 | / | -5 | -14 | -1.0 | 1 | 14 | 11 | 3.0
CC(=Nc1ccccc1)Nc1ccccc1 | 1.4 | / | -8 | 1 | -8 | 1.2 | -2 | 8 | 19 | 1.9
CCc1c(C)nc2ncnn2c1N1CCC(C(=O)NCc2ccc3c(c2)OCO3)CC1 | 2.8 | -2.0 | / | 6 | 16 | -1.1 | -4 | -16 | -14 | -0.6
CCc1cccc(C)c1NC(=O)CN1CCN(S(=O)(=O)c2ccc(C(C)(C)C)cc2)CC1 | -3.9 | -2.1 | -4 | 19 | 6 | -3.5 | -5 | -6 | 4 | -3.1
Cc1cc(CN(C)C(=O)c2ccc(OC3CCN(S(=O)(=O)N(C)C)CC3)cc2)n[nH]1 | 1.0 | -2.5 | 1 | -2 | -2 | -0.9 | -1 | 2 | -4 | 2.9
O=C(CSc1nccc(=O)[nH]1)Nc1cc(C(F)(F)F)ccc1N1CCOCC1 | 0.6 | -0.8 | -1 | 12 | -5 | 1.9 | -2 | 5 | 9 | 6.7
Cc1ccc(S(=O)(=O)N(CCC#N)C2CCCCC2)c2nsnc12 | 3.7 | -1.3 | / | 6 | / | 1.2 | -7 | / | 9 | 2.0
O=C(Nc1ccc(Cl)cn1)Nc1ccccc1Cl | 3.9 | -2.8 | 17 | -9 | 36 | -1.6 | -2 | -11 | -8 | -0.4
Cc1cc2ncn(C(=O)c3c(-c4ccccc4)noc3C)c2cc1C | 2.1 | -0.3 | / | -5 | 19 | 2.0 | -1 | -19 | -9 | 1.3
CC(C)N(CCn1c(SCC(=O)Nc2cccnc2Cl)nc2ccccc2c1=O)C(C)C | -3.1 | 0.0 | -2 | 4 | -18 | -1.6 | / | 18 | 8 | 1.3
CCc1c(C2(O)CCCCC2)[nH]c2ccc(C(F)(F)F)cc12 | 4.6 | -0.1 | -2 | 6 | 41 | -3.6 | 1 | -41 | -15 | 2.3
COc1ccc(OC)c(NC(=O)CCN2CCCCC2)c1 | 4.0 | -1.0 | / | 0 | -8 | 1.8 | 3 | 8 | -4 | 0.8
O=C(NCc1ccncc1)C(=O)NCC1OCCCN1S(=O)(=O)c1ccccc1 (centres undefined) | 2.5 | -0.1 | -3 | 1 | -6 | 1.0 | -3 | 6 | 2 | 5.0
N#Cc1ccc(/C=C/C(=O)c2ccc3c(c2)OCO3)cc1 | -0.1 | 0.1 | 2 | 6 | -9 | 0.9 | -1 | 9 | 6 | 2.5
CSc1ccccc1OCc1cc(C(=O)N2CCN(c3ccccc3)CC2C)no1 (centres undefined) | -0.2 | -0.2 | 17 | 7 | 40 | 0.5 | 69* | -40 | 44 | -0.9

Fetched by compound from the entries so far (three):
SMILES | phage Ecoli inh | CAL PDZ FP-1 | Wnt bcat act | Tat export inh | SR-BI DiI inh | E coli growth | CAL PDZ FP-2 | SR-BI DiI-HDL act | MITF act | AddAB inh
N#Cc1ccc(/C=C/C(=O)c2ccc3c(c2)OCO3)cc1 | -0.1 | 0.1 | 2 | 6 | -9 | 0.9 | -1 | 9 | 6 | 2.5
CCc1c(C2(O)CCCCC2)[nH]c2ccc(C(F)(F)F)cc12 | 4.6 | -0.1 | -2 | 6 | 41 | -3.6 | 1 | -41 | -15 | 2.3
CC(C)N(CCn1c(SCC(=O)Nc2cccnc2Cl)nc2ccccc2c1=O)C(C)C | -3.1 | 0.0 | -2 | 4 | -18 | -1.6 | / | 18 | 8 | 1.3

(cont.)
SMILES | phage Ecoli inh | CAL PDZ FP-1 | Wnt bcat act | Tat export inh | SR-BI DiI inh | E coli growth | CAL PDZ FP-2 | SR-BI DiI-HDL act | MITF act | AddAB inh
CNC(=O)C1CC(=O)N(c2ccc(C)cc2)C1 (centres undefined) | 1.5 | -1.5 | / | -5 | -27 | -0.6 | / | 27 | -3 | -0.3
CC(=O)Nc1cccc(-n2nnc(SCC(=O)N(C)c3ccccc3)n2)c1 | -1.1 | 0.6 | 7 | -6 | 2 | -2.6 | 0 | -2 | -8 | -1.3
O=C(N/N=C/c1ccncc1)c1cc(Br)ccc1OCc1ccccc1 | 2.5 | -1.2 | -10 | 2 | 17 | 0.4 | -3 | -17 | -7 | 0.4
CC1CCC(=NNC(=O)Cc2cccn2C)CC1 (centres undefined) | 2.4 | -0.3 | 0 | -8 | 12 | 3.4 | -5 | -12 | -14 | 4.4
COc1cc(C(=O)C(=O)c2cc(OC)c(O)c(OC)c2)cc(OC)c1O | 2.1 | -0.8 | 1 | 4 | -14 | -0.2 | -2 | 14 | 0 | 0.3
CCOc1cc(CNc2ccc3[nH]c(=O)[nH]c3c2)ccc1OCC(=O)NC(C)(C)C | 1.7 | -1.0 | / | -2 | -30 | -1.2 | 12 | 30 | -9 | -0.4
Cc1cccc(Nc2nc(N)c([N+](=O)[O-])c(NCc3ccccc3)n2)c1 | -1.0 | -0.7 | -5 | 0 | 13 | -2.1 | / | -13 | / | -0.3
COc1ccc(C(c2nnnn2CCc2ccccc2)N2CCN(C3CCCC3)CC2)cc1OC (centres undefined) | 0.3 | 0.4 | -2 | -8 | -14 | -0.1 | 1 | 14 | -3 | 0.9
COc1cccc(C(=O)Nc2ccc3c(c2)C(=O)NC3=O)c1 | 2.7 | -1.7 | -5 | 5 | / | 0.2 | / | / | 21 | -1.2
CC1(Cc2cn(CCC#N)c3ccccc23)OCCO1 | 1.7 | -1.3 | / | -6 | 4 | -4.2 | 1 | -4 | -6 | -0.2
CCOc1cc(S(=O)(=O)NCc2ccc3c(c2)OCO3)c(C)cc1C | 2.6 | -1.7 | / | 8 | -6 | 0.0 | -2 | 6 | 6 | 0.9
Cc1cc(C)nc(NC(=O)c2cccc(Cl)c2)n1 | 3.0 | -0.5 | 5 | -6 | 12 | 0.6 | -2 | -12 | -3 | 1.9
COc1cc(OC)cc(C(=O)Nc2nc(CC(=O)NCCc3ccccc3)cs2)c1 | 1.8 | -2.9 | 4 | 0 | 81* | -2.5 | -2 | -81 | -6 | -1.9
O=C(CSc1nc(-c2ccco2)cc(C(F)(F)F)n1)NC1CCCCCCC1 | 1.6 | 0.0 | 0 | -2 | 0 | 5.7 | -5 | 0 | -17 | 4.6
Cc1noc(C)c1COc1ccccc1C(=O)NCCc1ccc(S(N)(=O)=O)cc1 | 1.7 | 0.5 | 0 | -9 | -16 | 1.7 | -4 | 16 | -2 | 0.9
Cc1ccc2c(CN3C(=O)NC4(CCCCC4)C3=O)cc(=O)oc2c1C | 2.7 | -1.4 | / | 9 | 12 | 0.7 | / | -12 | 14 | 2.5
Cc1ccc(-c2nnc(N3CCN(C(=O)CN4C(=O)c5ccccc5C4=O)CC3)c3ccccc23)cc1 | 2.5 | -3.0 | -5 | 10 | 27 | 0.3 | -5 | -27 | -33 | 4.6
COCCCn1c(-c2cccs2)nc2nc3ccccc3nc21 | -1.1 | -1.7 | 0 | -1 | 5 | 0.8 | / | -5 | / | -0.5
CCn1c(SCC(=O)c2ccc3ccccc3c2)nnc1-c1ccco1 | 4.9 | -3.7 | / | 1 | -10 | 2.2 | 1 | 10 | / | 2.9
O=C(Cc1ccccc1F)Nc1cc(S(=O)(=O)N2CCOCC2)ccc1N1CCOCC1 | -0.6 | 0.3 | -2 | 3 | -21 | 2.6 | -3 | 21 | -7 | 1.8
O=C(CSc1ccc(-c2ccncc2)nn1)N1CCCCC1 | -0.1 | -1.3 | 0 | 3 | 7 | -0.2 | 0 | -7 | -3 | -0.2
Cc1ccc(N(CC(=O)NC2CCCCC2C)S(=O)(=O)c2c(C)noc2C)cc1 (centres undefined) | 2.4 | -1.9 | -1 | -3 | -7 | -1.4 | 7 | 7 | 5 | -0.4
O=C(NN=C1CCN(Cc2ccccc2)CC1)c1ccccc1 | 3.8 | -0.3 | 2 | -3 | -7 | -2.4 | -2 | 7 | 2 | 0.7
O=C(CCS(=O)(=O)c1ccc(Cl)cc1)NCCC1=CCCCC1 | 2.0 | -0.8 | -1 | -4 | -11 | -2.1 | -1 | 11 | 2 | -0.1
Cc1ccccc1S(=O)(=O)Cc1ccc(C(=O)NCc2cccnc2)o1 | 0.6 | -3.4 | / | -4 | -6 | 3.9 | 0 | 6 | / | 1.3
CNC(=O)c1ccsc1NC(=O)c1ccccc1 | 2.1 | -1.5 | 6 | 8 | -1 | -1.0 | / | 1 | 4 | -4.0

From PubChem
